# RSV CPE inhibition = RSV antiviral activity via CPE protection, HEp-2 cells, primary 10 µM value included (AID 2391); HEp-2 cells, RSV-induced CPE inhibition; higher % means a stronger effect; one-dose CPE inhibition, % at 10 µM; IC50 in µM for titrated hits; actives 0.13% (n = 310,000); in the data active = a potency from the dose series; inconclusive = CPE inhibition mostly from about 23% at the one dose, without a potency; inactive = the rest, 99 in 100 with CPE inhibition below about 21%; also: strong numbers were not always called active
# UTI89 phage lysis = inhibition of K1F phage lysis, E. coli UTI89, bacterial capsule biogenesis inhibitors, alamar blue (AID 488966) | E. coli UTI89 K1F phage lysis, alamar blue, 2 h; higher % means a stronger effect | inhibition, % at 100 µM, or IC50 in µM where a hit was titrated | actives 0.02% (n = 340,000);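 active = phage lysis inhibition, versus mean bacterial control, above a set limit; inconclusive = no clear call, values can overlap the other calls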;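 also: capsule biogenesis inhibitors block K1F phage lysis so surviving cells raise fluorescence; higher fluorescence means more inhibition of phage lysis; actives were called in the ten point dose series up to 300 µM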
# Rac1 GTP hydrolysis = MgcRacGAP GTPase-activating activity inhibitors, confirmation, biochemical, ADP Hunter fluorescence; MgcRacGAP-stimulated Rac1 GTP hydrolysis, ADP Hunter fluorescence; higher % means a stronger effect; GST-tagged Rac1 F28L mutant substrate; AID 624330, 2012; actives 0.6% (n = 340,000); Rac GTPase-activating protein 1 (Homo sapiens); inhibition, % at 30 µM; hits with a dose series show IC50 in µM;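 active = first-screen hits whose inhibition reached a set limit at any dose in the follow-up dose series; inconclusive = inhibition above the set first-screen limit but never retested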;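 also: fluorescence reports GDP produced by GAP-driven GTP hydrolysis; strong numbers were not always called active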
# Salmonella PhoP GFP = inhibitors of PhoP regulon expression, primary screen, Salmonella Typhimurium, GFP reporter (AID 1863); actives 0.16% (n = 300,000); S. Typhimurium PhoP-regulated promoter GFP reporter, 4 h; higher % means a stronger effect; inhibition, % at 50 µM; hits with a dose series show IC50 in µM;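 active = inhibition over 29.93%, a cutoff 3 SD above the screen mean, later confirmed by dose response; inconclusive = inhibition over 29.93% but no dose response follow-up; inactive = inhibition at most 29.93% or unconfirmed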;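 also: 0% = low Mg2+ inducing control and 100% = high Mg2+ repressing control; strong numbers were not always called active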
# Myeloid diff 2 = induction of myeloid progenitor differentiation, primary screen, cell-based, flow cytometry, MLPCN library. ER-HoxA9 myeloid progenitors, lysozyme-GFP differentiation. calls only at 10 µM. AID 624256, 2012. actives 1% (n = 360,000);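 active = normalized GFP-positive differentiation at or above the plate's own cutoff, the solvent-only control mean plus 3 SD; inconclusive = no clear call, values can overlap the other calls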;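 also: cells exposed to compound for four days before flow analysis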
# NTR1 agonist = agonists of NTR1, primary screen, imaging, U2OS cells, beta-arrestin-GFP, high content (AID 493036). actives 0.17% (n = 330,000). NTR1-U2OS beta-arrestin-GFP spot imaging, agonist mode. activation, % at 20 µM;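 active = activation at or above 40% of the spot to cytoplasm intensity ratio, with at least 20 cells analyzed; inconclusive = wells under 20 cells, flagged as cytotoxic or low count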;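 also: 0% = DMSO without peptide and 100% = 100 nM NTR1 peptide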
# Target sequence (P30989 whole entry, looked up): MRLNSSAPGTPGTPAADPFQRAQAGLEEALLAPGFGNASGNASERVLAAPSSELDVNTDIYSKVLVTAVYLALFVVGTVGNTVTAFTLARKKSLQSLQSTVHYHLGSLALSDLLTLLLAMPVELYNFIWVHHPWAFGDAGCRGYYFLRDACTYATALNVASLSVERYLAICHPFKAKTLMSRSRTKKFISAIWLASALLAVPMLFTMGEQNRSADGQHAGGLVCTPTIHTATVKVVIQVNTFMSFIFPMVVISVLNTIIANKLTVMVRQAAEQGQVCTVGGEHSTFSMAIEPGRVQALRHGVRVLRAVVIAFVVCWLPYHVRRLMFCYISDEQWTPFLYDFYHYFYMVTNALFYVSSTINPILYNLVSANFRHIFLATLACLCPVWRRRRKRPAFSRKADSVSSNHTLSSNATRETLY
# T cell HTS = modulators of CD8 T cell-vesicle binding, primary screen, mouse 2C CD8+ T cells, flow cytometry; 2C CD8+ T cell-vesicle binding; hits give low values; calls only at 7 µM; actives 0.068% (n = 330,000);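 active = response, share of CD8 T cells binding vesicles, and their 90th percentile fluorescence all below set limits, cut at about 80% in these data, passing the limit was not always enough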
#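 Incubation: binding step 1.5 h, 37 °C, antibody labelling 20 min, ice; system: murine 2C transgenic CD8+ T lymphocytes; technique: cytometric PE anti-B7-1 and Alexa647 anti-CD8 signals after 1% paraformaldehyde fixation; also added: QL9-charged Drosophila Ld/ICAM-1/B7-1 vesicles; control set: naked versus QL9-loaded vesicles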
# SV40 large T antigen = SV40 large T antigen inhibitors, biochemical (AID 1903); SV40 large T antigen ATPase/helicase inhibition assay; higher % means a stronger effect; inhibition, % at 20 µM; hits with a dose series show IC50 in µM; actives 0.39% (n = 310,000); in the data active = a potency from the dose series; inconclusive = inhibition mostly from about 32% at the one dose, without a potency; inactive = the rest, 99 in 100 with inhibition below about 32%; also: strong numbers were not always called active
# TNAP activation fold = human TNAP enzyme activators, primary screen, biochemical, luminescent, no phosphate acceptor, uHTS (AID 1001); activation fold at 20 µM, or EC50 in µM where a hit was titrated; actives 0.03% (n = 200,000); Alkaline phosphatase, tissue-nonspecific isozyme (Homo sapiens); purified TNAP, luminescent activation assay, no phosphate acceptor; higher activation fold means a stronger effect; in the data active = activation fold from about 3, or a potency from the dose series; inactive = the rest, 99 in 100 with activation fold below about 1.6; also: many of its hits are not listed in these tables
# T cell HTS vesicle-bound % = recorded beside T cell HTS, whose call it bears; double positive events, %; measured here: CD8+ vesicle-bound cell fraction;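 binding gate set so that unloaded-vesicle control wells show 10% double positive cells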
# NTR1 agonist cell count 20 µM = recorded beside NTR1 agonist, whose call it bears; cell count; measured here: cell count, cytotoxicity flag
# Myeloid diff 2 GFP+ MAC1+ % = second read-out of Myeloid diff 2, no call of its own (marks repeat the call); GFP+ MAC1+ double positive, %; measured here: differentiation confirmed by MAC1 staining
# An asterisk follows results filed as active; i = inactive; u = inconclusive; x = not tested or not shown; + = active, no number; [ ] = another dose, or the depositor's remark.
SMILES,RSV CPE inhibition,UTI89 phage lysis,Rac1 GTP hydrolysis,Salmonella PhoP GFP,Myeloid diff 2,Myeloid diff 2 GFP+ MAC1+ %,NTR1 agonist,NTR1 agonist cell count 20 µM,T cell HTS,T cell HTS vesicle-bound %,SV40 large T antigen,TNAP activation fold
COC(=O)C1CCN(Cc2ccc(OCCCN3CCN(c4ccc([N+](=O)[O-])cc4)CC3)cc2)CC1,21%,0.1%,9%,26%,i,0.1,0.5,60,i,31,6%,1
CCOC(=O)C1=C(C)Nc2sc(C(=O)c3ccc(Br)cc3)c(N)c2C1c1ccc(C(=O)OC)cc1 (centres undefined),0.9%,-0.7%,5%,2%,i,2.8,2.8,59,i,44,2%,1.1
CCCCNC(=O)Cn1c(=O)n(C)c2ccccc21,1.9%,2.0%,4%,3%,i,3.1,-3.7,66,i,32,2%,1.1
O=C(O)c1cccc(N/N=C/c2cccnc2)c1,x,0.5%,-4%,2%,i,0.1,x,x,x,x,13%,1.1
CCC(C)(C)NC(=O)CN(C(=O)CCC(=O)Nc1nccs1)c1ccc2c(c1)OCCO2,-0.2%,0.1%,10%,8%,i,0.6,-1.7,53,i,17,-6%,x
Fc1cccc(CN2CCN3CCCC3C2C2CCCCC2)c1 (centres undefined),-0.8%,0.4%,10%,13%,i,0.6,1.4,68,i,43,10%,1.1
O=C(CC1SC(N2CCCC2)=NC1=O)Nc1ccc(C(=O)Nc2ccccc2)cc1 (centres undefined),2.3%,1.1%[50 µM],3%,2%,i,0.7,1.2,46,i,53,25%,x
CNS(=O)(=O)c1ccc(C(C)(C)C)cc1,0.9%,i,2%,x,i,0.1,0.8,86,i,32,x,1
CCSc1nnc(Cn2c(=O)sc3ccccc32)n1C,0.1%,-0.7%,-4%,-6%,i,1.4,0.0,49,i,55,1%,1.1
O=C(COc1ccc(Cl)cc1)NCc1cn2cc(Cl)ccc2n1,0.8%,0.1%,3%,-3%,i,0.8,-0.5,42,i,49,4%,1
O=C(CSc1ccc(-c2ccncc2)nn1)N1CCCC1,1.7%,0.3%,5%,6%,i,0.6,0.0,60,i,52,10%,1.1
CCCNC(=O)c1cnc(Sc2ncc(C(F)(F)F)cc2Cl)n1C,-0.6%,1.0%,8%,-7%,i,0.5,-0.5,38,i,34,0%,1.1
Cc1ccc(C2=C(c3ccc([N+](=O)[O-])cc3)C(=O)OC2)cc1C,3.1%,0.5%,2%,-1%,i,0.1,0.4,44,i,25,9%,0.9
COc1ccc(S(=O)(=O)c2c(O)c3ccc(C(=O)Nc4ccc(F)cc4F)cc3[nH]c2=O)cc1,2.7%,0.3%,4%,-6%,i,3.2,-0.8,65,i,7,4%,x
O=C(O)c1ccc(Oc2c(C(F)(F)F)oc3cc(O)ccc3c2=O)cc1,0.0%,0.2%,17%,-4%,i,0.2,0.8,47,i,33,10%,1.1
CCc1ccc(S(=O)(=O)NCc2csc(-c3ccccc3)n2)s1,0.9%,5.3%,4%,-8%,i,1.9,1.2,41,i,33,22%,1.2
COc1ccc(N(Cc2cc3cccc(C)c3[nH]c2=O)S(=O)(=O)c2ccc(OC)cc2)cc1,1.6%,0.4%,2%,-7%,+,1.7*,0.4,54,i,22,18%,x
O=C1CCc2cc(S(=O)(=O)N3CCC(C(=O)NCc4ccccc4Cl)CC3)ccc2N1,0.4%,-1.2%,4%,4%,i,1.5,-0.8,63,i,36,0%,1
COC(=O)c1ccc(NC(=O)Cn2nc(C)cc2C)cc1,0.6%,0.0%,6%,0%,i,0.1,-0.7,60,i,62,3%,1.1
CCN(CC)c1ccc(/C=N/NC(=S)NC)c(O)c1,7.2%,1.0%,58µM*,-5%,i,0.2,4.5,38,i,51,23%,1.4
O=C(Cc1ccc(-n2cccc2)cc1)NCc1cccs1,1.2%,0.1%,5%,-1%,x,x,-0.3,54,i,59,16%,1.1
CC1(C)CC(Nc2ccc(C(F)(F)F)cc2[N+](=O)[O-])CC(C)(C)N1,0.3%,0.6%,11%,-3%,i,0.1,0.8,85,i,58,24%,1
Cc1ccc(C(=O)NNC(=O)c2ccncc2)cc1S(=O)(=O)N1CCCCC1,-1.4%,0.7%[50 µM],9%,-4%,i,0.5,1.7,66,i,23,11%,x
Cc1ccc(S(=O)(=O)N(CC(=O)N2CCC(C)CC2)c2cccc(C)c2)cc1,-1.1%,-1.2%,3%,10%,i,1.5,0.4,88,i,45,-2%,1.1
COc1ccc(CCNC(=O)C(=O)NCC2OCCN2S(=O)(=O)c2ccc3c(c2)OCCO3)cc1OC (centres undefined),9.6%,0.3%[50 µM],7%,-6%,i,0.9,0.4,58,i,8,4%,x

# The list goes on.
SMILES,RSV CPE inhibition,UTI89 phage lysis,Rac1 GTP hydrolysis,Salmonella PhoP GFP,Myeloid diff 2,Myeloid diff 2 GFP+ MAC1+ %,NTR1 agonist,NTR1 agonist cell count 20 µM,T cell HTS,T cell HTS vesicle-bound %,SV40 large T antigen,TNAP activation fold
COc1ccc(CCC(=O)Nc2ccc(C)c([N+](=O)[O-])c2)cc1,1.3%,5.2%,11%,4%,i,1.4,2.1,77,i,42,11%,1
COc1ccccc1C(=O)NCCC(=O)NN1C(=O)NC2(CCCCC2)C1=O,1.0%,1.6%[50 µM],2%,-2%,i,0.6,-0.4,60,i,16,11%,x
CCN(CC)c1ccc(/C=N/O)cc1,0.9%,0.3%,20µM*,3%,i,0.4,-0.3,15,i,32,6.5µM*,1
COc1ccc(C(=O)COC(=O)c2nc3nccc(C)n3n2)cc1F,1.2%,0.2%[50 µM],6%,x,i,0.6,-0.4,49,i,54,x,x
O=C(Oc1cccc(C(=S)N2CCOCC2)c1)c1ccc([N+](=O)[O-])cc1[N+](=O)[O-],1.4%,-0.5%,11%,-11%,i,0.3,1.2,51,i,21,13%,x
Cn1c(SCC(=O)NCC2CCCO2)ncc(C(=O)Nc2ccccc2)c1=O (centres undefined),4.0%,0.3%[50 µM],8%,-2%,i,1.3,2.0,61,i,50,12%,x
O=C(NC1=C(NC2CCS(=O)(=O)C2)C(=O)c2ccccc2C1=O)c1ccccc1 (centres undefined),-4.4%,-1.2%,1%,-3%,i,0.2,-1.6,46,i,5,15%,0.9
CCOC(=O)c1c(S(=O)(=O)Nc2ccc(F)cc2C)c(C)n(C)c1C,3.1%,-0.1%,12%,-8%,i,1.2,0.1,70,i,32,13%,x
COc1ccc(N2CCN(C(=O)C(=O)c3c[nH]c4ccccc34)CC2)cc1,1.6%,0.2%,14%,-7%,i,0.4,-0.3,67,i,34,16%,x
O=C(COC(=O)CCS(=O)(=O)c1ccc(Cl)cc1)NC1CCCCC1,2.6%,0.0%,-5%,25%,i,0.3,-0.6,62,i,41,-9%,1.2
COCCN(CCOC)c1nc(-c2ccc([N+](=O)[O-])cc2)nc2ccccc12,0.4%,-1.3%,-7%,-3%,i,0.2,9.8,60,i,52,7%,x
Cc1cc(C)n(-c2nc(SCC(=O)N3CCCC3)c3c4c(sc3n2)CCCC4)n1,u,3.6%,5%,0%,i,0.6,11,95,i,40,1%,1
CNS(=O)(=O)c1cccc(C(=O)OCc2cc(=O)oc3c(C)c(O)ccc23)c1,0.6%,-0.6%,11%,-8%,i,0.7,13,47,i,22,23%,x
O=C(CCNS(=O)(=O)c1ccccc1C(F)(F)F)NCCCN1CCOCC1,x,-0.5%,-3%,x,i,1.8,1.7,61,i,24,x,x
C#CCn1c(S(=O)(=O)Cc2ccc(C)cc2)nc(-c2ccccc2)c1-c1ccccc1,u,1.2%,5%,-13%,i,0.6,0.6,73,i,39,10%,1.1
CCn1c(SCC(=O)NC2CCCCC2)nnc1C(C)NC(=O)c1ccccc1F (centres undefined),1.3%,-0.3%,6%,-1%,x,x,0.8,50,i,54,-32%,x
O=C(c1ccc(Cn2cc(Br)cn2)o1)n1cccn1,0.4%,0.1%,3%,8%,i,13,-0.7,47,i,43,14%,1
Cc1ccc(NC(=O)CSc2ncc3ccccn23)cc1,2.7%,-0.3%,-4%,4%,i,0.8,-0.7,39,i,40,23%,1.2
Cc1cccc2cc(C3CC(c4ccco4)=NN3S(C)(=O)=O)c(Cl)nc12 (centres undefined),3.8%,0.9%[50 µM],3%,-1%,i,0.4,-0.7,64,i,52,-28%,x
Cc1cccc(NC(=S)Nc2ccccn2)c1,1.8%,1.0%,8%,-11%,i,0.4,-0.2,57,i,28,14%,x
CCOc1ccc(-c2csc3ncn(-c4ccc(OC)cc4)c(=O)c23)cc1,0.0%,0.6%,8%,-2%,i,0.4,2.0,59,i,44,27%,1.1
Cc1ccc2cc(C#N)c(N3CCCC3)nc2c1C,12%,-0.1%,6%,-9%,i,1.2,2.7,57,i,39,3%,1.1
CN1CCN(c2ccc(S(=O)(=O)N3CCCCC3)cc2NC(=O)CCc2ccccc2)CC1,0.4%,0.8%[50 µM],1%,x,i,0.5,-0.2,56,i,34,x,x

# 4 of the compounds above, bar-delimited:
mol | RSV CPE inhibition | UTI89 phage lysis | Rac1 GTP hydrolysis | Salmonella PhoP GFP | Myeloid diff 2 | Myeloid diff 2 GFP+ MAC1+ % | NTR1 agonist | NTR1 agonist cell count 20 µM | T cell HTS | T cell HTS vesicle-bound % | SV40 large T antigen | TNAP activation fold
O=C(Oc1cccc(C(=S)N2CCOCC2)c1)c1ccc([N+](=O)[O-])cc1[N+](=O)[O-] | 1.4% | -0.5% | 11% | -11% | i | 0.3 | 1.2 | 51 | i | 21 | 13% | x
Cn1c(SCC(=O)NCC2CCCO2)ncc(C(=O)Nc2ccccc2)c1=O (centres undefined) | 4.0% | 0.3%[50 µM] | 8% | -2% | i | 1.3 | 2.0 | 61 | i | 50 | 12% | x
O=C(NC1=C(NC2CCS(=O)(=O)C2)C(=O)c2ccccc2C1=O)c1ccccc1 (centres undefined) | -4.4% | -1.2% | 1% | -3% | i | 0.2 | -1.6 | 46 | i | 5 | 15% | 0.9
CCOC(=O)c1c(S(=O)(=O)Nc2ccc(F)cc2C)c(C)n(C)c1C | 3.1% | -0.1% | 12% | -8% | i | 1.2 | 0.1 | 70 | i | 32 | 13% | x

# Compound activity as filed in PubChem.
